From PubChem
M. tuberculosis HTS: M. tuberculosis growth inhibition, HTS (AID 449762); M. tuberculosis H37Rv growth inhibition, 7H9 media; higher % means a stronger effect; inhibition, % at 25 µM, or IC50 in µM where a hit was titrated; 330,000 tested, 0.59% active; in the data active = a potency from the dose series; inconclusive = inhibition above about 70% without an active follow-up result;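 also: bacterial growth assessed after seven days of incubation; strong numbers were not always called active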
inhibitors of VEEV: inhibitors of VEEV TC-83 cytopathic effect, confirmation, Vero cells (AID 588727). 350,000 tested, 0.13% active. Vero cells, VEEV TC-83 cytopathic effect inhibition; higher % means a stronger effect. one-dose inhibition, % at 20 µM; IC50 in µM for titrated hits; in the data active = a potency from the dose series; inconclusive = inhibition mostly from about 14% at the one dose, without a potency; inactive = the rest, 99 in 100 with inhibition below about 12%; also: strong numbers were not always called active
influenza NS1A: H1N1 influenza NS1A inhibitors, functional cell based assay (AID 504329) | NS1A functional cell-based assay, percent inhibition; higher % means a stronger effect | inhibition, % at 12.5 µM, or IC50 in µM where a hit was titrated | 340,000 tested, 0.3% active; in the data active = a potency from the dose series; inconclusive = inhibition above about 27% without an active follow-up result; also: strong numbers were not always called active
tuberculosis growth: growth inhibition of non-replicating M. tuberculosis (AID 488890); inhibition, % at 25 µM; hits with a dose series show IC50 in µM; Mycobacterium tuberculosis non-replicating, growth inhibition; higher % means a stronger effect; 320,000 tested, 0.39% active; in the data active = a potency from the dose series; inconclusive = inhibition mostly from about 82% at the one dose, without a potency; inactive = the rest, 99 in 100 with inhibition below about 76%;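 also: plate controls were DMSO cells for no effect and high antibiotic wells for full effect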
Salmonella PhoP GFP: Inhibition of PhoP regulon, Salmonella typhi GFP reporter cells, confirmation, 4 h (AID 1850); Salmonella Typhi PhoP-promoter GFP reporter, fluorescence, 4 h; higher % means a stronger effect; inhibition, % at 50 µM; hits with a dose series show IC50 in µM; 310,000 tested, 0.33% active; in the data active = a potency from the dose series; inconclusive = inhibition mostly from about 25% at the one dose, without a potency; inactive = the rest, 99 in 100 with inhibition below about 19%;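 also: 0% = induced wells with vehicle and 100% = uninduced wells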
inhibitors of VEEV 10K pilot screen: further read-out of inhibitors of VEEV, marked with its call; inhibition, %; measured here: 10K pilot screen inhibition
Numbers without * were called inactive; i = inactive; ? = inconclusive; / = no result given. Compounds were not picked by outcome, and some 1.4% of all compounds hit somewhere here.

SMILES | M. tuberculosis HTS | inhibitors of VEEV | influenza NS1A | tuberculosis growth | Salmonella PhoP GFP | others
CCN(CC(=O)Nc1cc(Cl)ccc1C)C(=O)c1cc(S(=O)(=O)N2CCCCCC2)ccc1OC | 5.6% | 7.2% | 2.2% | 17.0% | -4.0%
COc1cc(C2SCC(=O)N2CCCN(C)C)cc(OC)c1OC (stereo not given) | -1.9% | 1.2% | 6.3% | -1.3% | -0.2%
COC(=O)C1=C(c2ccc(F)cc2OCc2ccccc2)C[C@@H]2CC[C@H]1N2C(=O)NCc1cccc(OC)c1 | -4.7% | 4.8% | -2.7% | 36.2% | / | inhibitors of VEEV 10K pilot screen=6.0
COCCN(C(=O)CCC(=O)Nc1nccs1)C(C(=O)NC(C)(C)C)c1ccc(F)cc1 (stereo not given) | 0.2% | 0.1% | -6.5% | -24.1% | 7.6%
Cc1noc(C)c1COc1ccc(C(=O)OCC(=O)Nc2cccc(S(=O)(=O)N3CCOCC3)c2)cc1 | -5.0% | 1.7% | -4.3% | 15.6% | -4.4%
Cc1cccc(NC(=O)C[n+]2cccc(C)c2)c1 | 1.0% | i | -4.2% | 3.8% | -6.2%
O=C(COC(=O)Cc1cccc2ccccc12)Nc1ccccc1-c1ccccc1 | 8.1% | 0.2% | 8.6% | 56.0% | -9.5%
O=C(c1ccco1)N1CCN(c2ncnc3c2oc2ccccc23)CC1 | 1.3% | 3.3% | 19.3% | 2.3% | -4.4%
CCN(Cc1ccccc1)C(c1ccc(C(F)(F)F)cc1)c1nnnn1C(C)(C)C (stereo not given) | -1.5% | 3.5% | -22.1% | -5.9% | -19.9%
CCOC(=O)N1CCC(Nc2c(Nc3ccc(F)cc3)c(=O)c2=O)CC1 | 9.2% | 7.3% | -0.2% | 33.6% | -9.3%
CCc1cccc(NC(=O)Cn2c(=O)n(CCC(=O)NCC3CCCO3)c(=O)c3cc(OC)c(OC)cc32)c1 (stereo not given) | -4.6% | 1.5% | -1.0% | -12.9% | -8.0%
O=C(OCc1c(Cl)cccc1Cl)c1ccccn1 | 2.9% | 0.4% | -14.8% | 6.6µM* | -4.3%
COc1ccc(-c2csc(NC(=O)CSCC(=O)Nc3cc(C)on3)n2)cc1OC | 7.2% | 10.5% | 4.6% | 5.1% | 3.2%
CC(/C=C1\SC(=S)N(CCC(=O)Nc2cccc(C(=O)O)c2)C1=O)=C\c1ccccc1 | -2.9% | 3.2% | 7.3% | 5.8% | 7.9%
COCCNC(=O)c1ccc(-n2c(SCc3cc(F)ccc3F)nc3ccccc3c2=O)cc1 | 8.2% | 0.3% | 7.0% | 0.3% | 5.0%
CCOC(=O)/C(=C/Nc1ccc(F)c(F)c1)[N+](=O)[O-] | -3.1% | i | 7.7% | -7.7% | 4.5%
O=C(Cn1cnc([N+](=O)[O-])c1)c1ccc(Cl)cc1 | -2.8% | 0.0% | 11.4% | -2.8% | 15.3%
O=C(NC(=S)Nc1ccccc1N1CCOCC1)c1cccc([N+](=O)[O-])c1 | -1.0% | 8.0% | 1.5% | 65.4% | -1.9%
Cc1nn(-c2ccccc2)c(C)c1/C=N/NC(=O)c1cc(-c2ccccc2)n[nH]1 | ? | 6.2% | -0.6% | 10.2% | -4.8%
CCC(C)(C)n1nnnc1C(c1ccc2ncccc2c1)N1CCCCCC1 (stereo not given) | -3.5% | 1.7% | 3.0% | 10.4% | 8.7%
CCc1ccc2[nH]c(=O)c(-c3ccccc3)c(O)c2c1 | ? | 0.8% | 7.0% | 36.4% | -6.6%
COc1ccccc1NC(=O)COn1nnc2ccc(S(=O)(=O)N3CCOCC3)cc21 | 0.0% | 3.6% | -5.2% | 5.3% | 5.9%
CCC(=O)N1CCc2cc(S(=O)(=O)NC(C(=O)NC3CCCc4ccccc43)C(C)C)ccc21 (stereo not given) | -13.6% | 0.3% | 10.0% | -22.1% | -3.5%
O=C(CC(c1ccccc1)c1ccccc1)Nc1ccc2c(c1)OCCO2 | -1.7% | i | 5.8% | 14.3% | -6.8%
CC(C)(C)S(=O)N1Cc2cn(Cc3ccccc3)c(=O)cc2[C@@H]1CCO (stereo not given in full) | / | 0.5% | -3.7% | / | /
COc1cc(N2C(=O)C=CC2=O)ccc1N1C(=O)C=CC1=O | / | 1.9% | -2.7% | / | /
COc1cc(Cl)c(CN2CCCC(CO)(Cc3ccccc3)C2)cc1OC (stereo not given) | 5.0% | 2.3% | -1.6% | 7.7% | 1.3%
Cc1nc2cc(OCc3cc(C(=O)NC(C)c4cnn(C)c4)no3)ccc2s1 (stereo not given) | -3.5% | 3.4% | -10.0% | 5.4% | -2.2%
O=C(OCc1nnc(-c2ccccc2)o1)C1=COCCO1 | ? | 0.6% | -6.6% | 31.1% | -6.7%
Cc1cccc(C(=O)Nc2ccc(O)cc2C(=O)O)c1 | 6.5% | 0.6% | -5.2% | 9.6% | -1.2%
COc1cc(OC)c2c(-c3cccc(-c4ccc(F)c(Cl)c4)c3)cc(=O)oc2c1 | / | 0.1% | -0.2% | / | /
Cc1ccc2nc(NC(=O)C3CCN(S(=O)(=O)c4ccc5c(c4)oc(=O)n5C)CC3)sc2c1 | -6.3% | 0.7% | 32.8% | / | -1.4%
O=C(c1cccc(Cl)c1)N1CCN(Cc2ccccc2)CC1 | 2.5% | 0.0% | -6.9% | -2.5% | -5.2%
O=C(NCCc1ccc(Cl)cc1Cl)c1ccc2nc[nH]c2c1 | 2.9% | 7.6% | -14.1% | -0.3% | -12.4%
Cc1ccc(S(=O)(=O)NCc2ccc(C(=O)N(C)CCC#N)cc2)cc1 | -5.8% | 0.5% | 12.9% | 4.2% | -7.4%
O=C(CS(=O)(=O)c1ccc(F)cc1)NCCS(=O)(=O)c1ccccc1 | 5.9% | 4.2% | 17.4% | -12.6% | -8.2%
COc1ccc(Nc2nc3ccc(C)cc3n3cnnc23)cc1Cl | 5.1% | 11.8% | -6.1% | 38.4% | -1.8%
CCOC(=O)N1CCN(Cc2nc3c(c(=O)[nH]c(=O)n3C)n2Cc2cc(C)ccc2C)CC1 | -5.3% | 2.6% | -6.7% | 8.2% | -2.0%
CCN(CC)c1ccc(/C=N/NC(=O)c2cccc(N3CCCC3=O)c2)cc1 | 9.4% | 3.7% | -0.3% | 10.0% | 1.7%
O=C(Nc1nc2c(s1)CN(Cc1ccccc1)CC2)c1c(F)cccc1F | -4.7% | 4.8% | 3.3% | 11.4% | -2.6%
COc1ccccc1NC(=O)COC(=O)C1=NN(c2ccccc2)C(=O)CC1 | -5.8% | i | -10.8% | -5.1% | /
CC(=O)N1CCN(C(=O)c2ccc(S(=O)(=O)Nc3ccccc3C)cc2)CC1 | -13.4% | 0.2% | 0.6% | -3.4% | -0.7%
COc1ccc(CC(=O)Nc2cc(Cl)ccc2O)cc1 | 55.1% | i | -3.8% | 16.3% | 15.7%
COCCN(C(=O)C(C)C)c1nnc(-c2ccc(C(C)(C)C)cc2)s1 | 28.4% | 4.7% | -2.1% | 34.1% | -12.6%
C(#CCN1CCCCC1)COCc1ccccc1 | -2.8% | 0.1% | -2.6% | 7.2% | -3.0%
Nc1nc(Cl)cc(Sc2ccc3ccccc3c2)n1 | 3.0% | 2.2% | -3.7% | -14.2% | 18.6%
CC(C)(C)N(Cc1ccccc1)C(=O)COC(=O)CNC(=O)c1ccco1 | 5.8% | 0.1% | -2.7% | 4.4% | -4.9%
CC(=O)Nc1ccc(-c2csc(NCc3ccco3)n2)cc1 | -3.6% | 8.2% | -16.1% | 7.2% | -20.4%
Cc1cc(C)cc(NC(=S)NC(=O)CCN2C(=O)c3ccccc3C2=O)c1 | -10.7% | 0.6% | 7.2% | 6.6% | -2.3%
CN(C)c1cc[n+](Cc2c(Cl)cccc2Cl)cc1 | -6.6% | i | -1.7% | -4.9% | 10.6%
COc1cccc(CNC(=O)C2CCCN(S(=O)(=O)c3c(C)[nH]c(=O)[nH]c3=O)C2)c1 (stereo not given) | -4.0% | 0.4% | -10.2% | 0.8% | 16.5%
CCc1nc(SCC(=O)NCC2CCCO2)c2c(=O)n(C)c(=O)n(C)c2n1 (stereo not given) | -3.3% | 3.4% | 23.2% | -7.9% | -13.0%
Cc1cc2nc3c(c(C(F)(F)F)n2n1)CCCC3 | 3.4% | i | -6.7% | -2.2% | 14.1%
Cc1ccc(C2CC(=O)c3cnc(N4CCN(c5ccccc5)CC4)nc3C2)cc1 (stereo not given) | -3.8% | 1.0% | 3.9% | 2.4% | 0.7%
O=C(COc1ccc(Cl)cc1Cl)Nc1ccc(-c2ccc(N3CCOCC3)nn2)cc1 | 27.4% | 1.8% | 2.9% | -3.0% | -4.9%
Cc1ccc(C(=O)Nc2cccc(C(=O)N/N=C/c3ccccc3F)c2)cc1 | 2.6% | 6.0% | 1.5% | 16.4% | -2.1%
CC(=O)Nc1ccccc1NC(=O)c1cccc2ccccc12 | 2.5% | 0.6% | -2.4% | -3.0% | -5.7%
O=C(NCCCN1CCOCC1)c1cc2c(=O)[nH]c3ccccc3c2s1 | -1.5% | 7.8% | -8.1% | -0.3% | -1.2%
COc1ccc(CC(=O)Nc2ccc(C#N)c(Cl)c2)cc1S(=O)(=O)N1CCOCC1 | 3.7% | 5.1% | 20.3% | 2.9% | 5.4%
Cc1cc(NC(=O)C23CC4CC(C2)CC(n2cnc([N+](=O)[O-])n2)(C4)C3)no1 | 3.1% | 0.3% | -66.0% | 11.4% | -8.4%

Arranged by SMILES length (ascending): three of the compounds above
SMILES | M. tuberculosis HTS | inhibitors of VEEV | influenza NS1A | tuberculosis growth | Salmonella PhoP GFP | others
CN(C)c1cc[n+](Cc2c(Cl)cccc2Cl)cc1 | -6.6% | i | -1.7% | -4.9% | 10.6%
Cc1cc(C)cc(NC(=S)NC(=O)CCN2C(=O)c3ccccc3C2=O)c1 | -10.7% | 0.6% | 7.2% | 6.6% | -2.3%
Cc1ccc(C2CC(=O)c3cnc(N4CCN(c5ccccc5)CC4)nc3C2)cc1 (stereo not given) | -3.8% | 1.0% | 3.9% | 2.4% | 0.7%

Further records follow:
SMILES | M. tuberculosis HTS | inhibitors of VEEV | influenza NS1A | tuberculosis growth | Salmonella PhoP GFP | others
COc1ccc(CN(Cc2cc3cccc(C)c3[nH]c2=O)C(=O)N(C)C)cc1 | 3.0% | 8.9% | 11.6% | 21.5% | -10.8%
COCCn1c(SCC(=O)NCCCN2CCCC2=O)nc2ccccc2c1=O | 6.5% | 2.7% | -0.7% | -3.1% | /
O=C(c1noc2c1CCCC2)N1CCN(Cc2ccccc2)CC1 | -1.6% | i | 1.3% | 3.5% | -5.8%
Cc1ccc(NCCc2ccc(C)nc2)cc1 | 3.5% | 1.5% | 7.4% | 16.2% | -0.7% | inhibitors of VEEV 10K pilot screen=1.5
O=C(c1ccc(S(=O)(=O)N2CCCCC2)cc1)N1CCCc2ccccc21 | 4.6% | 5.1% | -0.7% | 1.6% | 4.5%
O=C(C=Cc1ccc2c(c1)OCO2)OCC=Cc1ccc2c(c1)OCO2 | / | 3.5% | -18.0% | / | /
Cc1ccc(C(=O)N(c2c(C)n(C)n(-c3ccccc3)c2=O)C(C)C)cc1 | -8.1% | 0.2% | -4.7% | -11.5% | -2.0%
C[C@]12CC[C@H](O)CC1=C([N+](=O)[O-])CC1C2CC[C@@]2(C)C1CC[C@@H]2O (stereo not given in full) | -1.5% | 1.1% | -12.8% | 11.7% | /
O=C1NC(=O)C(=Cc2coc3ccccc3c2=O)C(=O)N1 | 5.4% | i | 0.6% | -11.5% | 20.8%
Fc1ccc(N2CCN(Cc3c[nH]c4ccccc34)CC2)cc1 | 4.4% | / | / | 19.3% | 5.3%
Cc1ccc(/C=C/S(=O)(=O)N2CCC(C(=O)O)CC2)cc1 | 1.8% | i | 11.5% | 1.8% | 2.1%
Nc1nnc(SCC(=O)N2CCc3ccccc32)n1-c1ccccc1 | / | 9.1% | 3.3% | -2.9% | -5.4%
CCCN1CCC(=O)N([C@H](CSc2ccccc2)Cc2ccccc2)CC1 | -0.2% | i | 4.9% | 36.1% | 5.4%
CCC/C(=N\NC(=O)C1CC1)c1ccccc1 | -10.5% | 1.2% | / | -1.5% | -1.9%
O=C(CN(Cc1cccs1)C(=O)CCC(=O)Nc1ccccn1)NCc1ccccc1 | -2.2% | 1.7% | 14.5% | -8.3% | -5.1%
O=C(O)C1=C[C@H](c2ccc3c(c2)OCO3)C[C@H](OCCCCO)O1 | 6.1% | 2.2% | -3.2% | -3.1% | -1.9%
C=CCONC(=O)c1cc(OCC(F)(F)F)ccc1OCC(F)(F)F | 1.1% | i | -5.8% | -11.3% | 5.5%
COc1ccccc1-c1nnc2n1N=C(c1ccc(O)c(O)c1)CS2 | -3.0% | i | 1.5% | 5.4% | -9.1%
